# HEK293 tox: cytotoxicity counter-screen for GLP-1 receptor inverse agonists; HEK293 cAMP-luciferase reporter cells, luminescence, 24 h; hit rate 0.13% among 410,000; AID 624418; Potency, µM (highest dose often 38.3 µM), without a hit: at the top dose activity change, negative = inhibition, most hits filed as inhibitors;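 note: loss of luciferase light is scored as toxicity; potency is the fitted concentration of half-maximal effect; % is set by controls: 0 for no effect and ±100 for the full control effect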
#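 Quantitative HTS format, 1536 wells, 200 cells/uL seeded. Compounds: 23 nL, 24 h, 37 °C. Detection: luciferase reagent, luminescence at 12 min RT; decreased signal taken as cytotoxic.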
# aSyn rescue: alpha-synuclein toxicity inhibition in yeast; Yeast expressing alpha-synuclein, growth rescue, BacTiter-Glo, 24 h; Potency, µM (titrated, usually from 46.1 µM), inactives show top-dose growth rescue (activation), usual class: activators; hit rate 0.14% among 370,000; note: potency is the fitted concentration of half-maximal effect; % of control where 0% means no effect; nearly all actives have a fitted effect of over 65% in size
#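 Galactose-induced alpha-syn yeast (OD600=0.02, raffinose-pregrown) + pinned cpd, 24 hr, 30 deg C; growth by BacTiter-Glo luminescence. Growth restoration scores as activation.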
# GLP-1R inv ag: GLP-1 receptor (human) inverse agonism | P43220 | HEK293 GLP-1R CRE-luciferase, luminescence, 24 h; GLP-1R form is constitutively active | Potency, µM (top dose mostly 38.3 µM), for the others: top-dose activity change, negative = inhibition, actives largely listed as inhibitors | hit rate 1.6% among 410,000; note: potency is the fitted concentration of half-maximal effect; % is set by controls: 0 for no effect and ±100 for the full control effect; nearly all actives have a fitted effect of over 55% in size
# Target sequence (P43220 whole entry, looked up): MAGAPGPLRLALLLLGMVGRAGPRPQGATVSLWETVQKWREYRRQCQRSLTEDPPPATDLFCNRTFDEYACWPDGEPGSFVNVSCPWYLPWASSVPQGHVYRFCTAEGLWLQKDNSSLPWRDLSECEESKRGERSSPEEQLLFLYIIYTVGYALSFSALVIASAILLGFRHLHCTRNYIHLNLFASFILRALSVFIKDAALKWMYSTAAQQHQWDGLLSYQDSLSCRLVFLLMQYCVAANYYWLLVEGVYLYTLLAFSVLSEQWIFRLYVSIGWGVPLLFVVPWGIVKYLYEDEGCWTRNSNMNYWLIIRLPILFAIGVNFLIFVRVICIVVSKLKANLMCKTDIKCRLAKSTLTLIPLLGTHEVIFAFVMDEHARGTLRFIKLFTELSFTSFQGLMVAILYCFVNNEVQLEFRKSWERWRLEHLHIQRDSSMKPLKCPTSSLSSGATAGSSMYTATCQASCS
#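 Constitutively active GLP-1R drives a cAMP-responsive luciferase in stably transfected HEK293 cells; test compounds are added after overnight (12 h) attachment and left 24 hr, and signal loss in luminescence marks inhibition.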
# TDP-43 yeast inh: rescues yeast growth from TDP-43 toxicity; TDP-43 expressing yeast growth rescue, BacTiter-Glo, 24 h; Potency, µM (top dose mostly 46.1 µM), for the others: top-dose growth rescue (activation), actives largely listed as activators; AID 652104; hit rate 1.8% among 410,000; note: potency is the fitted concentration of half-maximal effect; % of control where 0% means no effect; nearly all actives have a fitted effect of over 50% in size
#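 Yeast cells expressing TDP-43 under galactose induction are exposed to compounds for 24 hr at 30 deg C. BacTiter-Glo luminescence measures growth, so protective compounds score as activators.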
# pAkt inh: Akt phosphorylation inhibition; Neuro2A IGF-stimulated pAkt S473 HTRF, 20 min; stronger effect = lower value; activity change, % for hits at 50 µM; hit rate 0.32% among 360,000; in the data active = activity change below about -80%; inconclusive = mostly about -51% to -80%; note: % is set by controls: 0 for no effect and ±100 for the full control effect
#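 Neuro2A cells (4,500/well, DMEM with 0.5% FBS) were treated with compound at a single 50 µM final concentration, stimulated with 6 nM IGF for 20 min at 37 °C, and lysed. Phospho-Akt Ser473 was read by HTRF as 665/615 ratio ×10^4.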
# Mm-Cpn inhibitor: blocks the Methanococcus maripaludis chaperonin Mm-Cpn. purified Mm-Cpn ATPase, ADP Transcreener TR-FRET. Potency, µM (top dose mostly 76.9 µM), for inactives: at the highest dose activity, negative = inhibition, hits mostly inhibitors. hit rate 0.031% among 330,000. AID 504842; note: potency is the fitted concentration of half-maximal effect; % is set by controls: 0 for no effect and ±100 for the full control effect; nearly all actives have a fitted effect of over 80% in size
#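 ATPase turnover read by TR-FRET ADP competition (Eu cryptate antibody/ADP-d2, 665/590 nm): 10uM ATP final, 25nM Mm-CPN final, 30 min 37degC after 10-min compound preincubation, pH 7.4 Tris/KCl/MgCl2/DTT buffer.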
# FUS suppressor: suppressors of FUS proteinopathy in yeast. S. cerevisiae FUS-expressing, growth rescue, OD600, 24 h. Potency, µM (doses to about 76.6 µM), without a hit: at the top dose growth rescue (activation), hits mostly activators. hit rate 0.24% among 390,000. AID 1347120;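 note: potency is the fitted concentration of half-maximal effect; plate controls were DMSO vehicle for no effect and reference control for full effect; nearly all actives have a fitted effect of over 55% in size; some results filed as inactive show a strong effect at the top dose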
#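 Quantitative HTS measuring growth restoration of FUS-toxic yeast. Galactose-induced cells (OD 0.005) were exposed 24hr at 30C to compounds at several concentrations, then absorbance at 600 nm was recorded.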
# Abeta rescue: restores growth of yeast expressing A-beta42 peptide; AID 1347071; Potency, µM (highest dose often 46.1 µM), for the others: at the highest dose growth rescue, hits mostly activators; yeast expressing A-beta42, growth rescue, OD600, 48 h; response scale: 0% DMSO, 100% iron-clioquinol control; hit rate 0.063% among 410,000; note: potency is the fitted concentration of half-maximal effect; nearly all actives have a fitted effect of over 55% in size
#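 Yeast growth medium received pinned compounds, then yeast cells expressing toxic A-beta were added; plates incubated at 30 C for 48 hr. Growth read as absorbance at 600 nm, normalized to DMSO and equimolar FeCl3 plus clioquinol controls.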
# PTHR1 agonist: agonists of human PTHR1 parathyroid hormone receptor. HEK293 GP2 PTHR1 cells, GloSensor cAMP luminescence, 1 h. hit rate 0.075% among 410,000. Potency, µM (doses to about 115 µM), without a hit: top-dose activation, most hits filed as activators; note: potency is the fitted concentration of half-maximal effect; nearly all actives have a fitted effect of over 55% in size; some results filed as inactive show a strong effect at the top dose; inactives centre near -15; many of its hits are not listed in these tables
# Target sequence (Q03431 whole entry, looked up): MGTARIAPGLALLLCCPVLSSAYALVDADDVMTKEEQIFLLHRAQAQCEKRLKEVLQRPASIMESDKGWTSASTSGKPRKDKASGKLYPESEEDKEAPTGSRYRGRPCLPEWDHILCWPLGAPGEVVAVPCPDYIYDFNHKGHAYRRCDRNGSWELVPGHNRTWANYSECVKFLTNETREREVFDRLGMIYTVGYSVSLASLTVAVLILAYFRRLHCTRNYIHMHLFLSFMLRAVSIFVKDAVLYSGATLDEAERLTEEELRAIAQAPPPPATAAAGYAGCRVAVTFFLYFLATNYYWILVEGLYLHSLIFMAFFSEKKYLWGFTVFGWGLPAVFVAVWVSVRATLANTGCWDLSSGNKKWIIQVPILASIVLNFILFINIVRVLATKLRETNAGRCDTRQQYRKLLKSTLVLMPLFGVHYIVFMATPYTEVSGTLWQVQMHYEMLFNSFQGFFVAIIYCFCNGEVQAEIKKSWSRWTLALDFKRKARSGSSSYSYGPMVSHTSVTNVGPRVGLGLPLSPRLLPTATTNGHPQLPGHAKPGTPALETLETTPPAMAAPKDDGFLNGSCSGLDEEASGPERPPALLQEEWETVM
#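 HEK-293-derived GP2 cells expressing PTHR1 and a GloSensor cAMP reporter, 3,000/well, plated overnight, given luciferin plus IBMX (each 0.5 mM as added) for 1 h at 37 °C, then compound for 1 h at 37 °C. Luminescence was read after 15 min at room temperature.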
# Numbers without * were called inactive; i = inactive; ? = inconclusive; . = not tested or not shown; [ ] = remark or other dose. Unless noted, calls come from the whole dose curve; as a rule, active = well fitted curve in the direction sought with a large enough effect; inconclusive = small, poorly fitted or top-dose-only effect, or another doubt; inactive = no such curve, though single readings can be large; an effect the other way counts as inactive or inconclusive. Not all compounds are listed; the hit share may differ from the screen's.
# The line under a structure holds: HEK293 tox	aSyn rescue	GLP-1R inv ag	TDP-43 yeast inh	pAkt inh	Mm-Cpn inhibitor	FUS suppressor	Abeta rescue	PTHR1 agonist
- O=C(Cn1cnc2ccccc2c1=O)Nc1ccc(-c2nnc3n2CCCCC3)cc1
 : 4.5%	-1.2%	32.2%[activator]	-12.4%	i	1.8%	46.5%	-13.3%	-37.6%[inhibitor][57.5 µM]
- COc1cc(NC(=O)c2ccccc2)c(OC)cc1NC(=O)Cc1ccc(C)cc1
 : -27.2%	-3.8%	-18.8%	-17.9%[1.82 µM]	i	-4.9%	14.4%	11.6%	-15.2%
- Cc1cccc(NC(=O)CN(C)C(C)C(=O)Nc2ccc(S(=O)(=O)N3CCCC3)cc2)c1C (stereo not given)
 : 1.0%	-1.1%	-18.0%	-4.0%	i	1.5%	22.7%	-5.2%	-5.1%
- CCOc1ccc(C(=O)c2cc3ccc(O)cc3oc2=O)cc1
 : -7.0%	0.3%	3.9%	?	i	2.9%	-19.6%	-1.4%	i
- N=c1c2c(n(Cc3cccc(Cl)c3)c3c1CCC3)CCCC2
 : 5.01µM*	1.0%	-2.2%	-25.3%	i	-1.5%	-0.4%	-10.3%	-22.5%
- Cc1cc(C)n(C2CC(=O)N(c3cc(Cl)cc(Cl)c3)C2=O)n1 (stereo not given)
 : 3.7%	0.1%	0.0%	17.4%	i	-1.1%	0.4%	5.0%	i
- COc1ccc(CNC(=O)COC(=O)C(CCSC)N2C(=O)c3ccccc3C2=O)cc1 (stereo not given)
 : 5.2%	0.6%	11.9%	1.7%	i	-0.3%	32.6%	-0.6%	-4.7%
- Cc1nnc(SCC(=O)NC(C)(C)C)n1CCc1ccccc1
 : 7.8%	4.1%	-12.3%	-5.0%	i	-0.4%	8.8%	11.0%	i
- Cc1cccc(NS(=O)(=O)c2cccc(C(=O)NNC(=O)c3ccccc3O)c2)c1
 : 53.7%[activator]	0.2%	?	7.1%	i	2.8%	20.0%	-1.9%	-30.2%[inhibitor]
- O=C(NCc1ccc(Cl)cc1)C1CCN(C(=O)c2ccco2)CC1
 : 0.3%	-6.5%	1.1%	-17.9%	i	0.5%	-8.0%	-16.2%	-12.2%
- CCCn1c(SCC(=O)Nc2ccc(Cl)cn2)nnc1C1CC1
 : 0.9%	18.0%	-23.8%	-4.7%	i	0.9%	12.3%	5.9%	i
- COc1ccccc1C(=O)Nc1ccnn1C1CCN(CCCc2ccccc2)CC1
 : -8.6%	-3.1%	?	-9.8%	i	-4.8%	12.9%	2.4%	i
- N#CCCn1cc(C(=O)CN2C(=O)NC3(CCCCCC3)C2=O)c2ccccc21
 : 11.4%	-3.1%	-9.5%	-4.0%	i	-1.4%	.	3.7%	20.3%
- CCOc1ccccc1NC(=O)c1nn(-c2ccc(C)cc2)c(=O)n(C)c1=O
 : 0.0%	.	4.9%	16.1%[9.22 µM]	.	.	-14.9%	-22.4%	-15.0%
- Cc1cc(=O)oc2ccc(OC(=O)CC(C)C)cc12
 : 5.9%	12.9%	6.6%	-9.5%	i	0.0%	10.4%	0.3%	-10.9%
- CC(=O)c1c(C)[nH]c(C(=O)OCC(=O)Nc2cc(C)on2)c1C
 : 0.6%	-0.5%	11.9%	1.1%	i	-0.4%	34.3%	3.5%	-10.1%[57.5 µM]
- CCOC(=O)NC(=O)CSc1nc2ccc(C)cc2[nH]1
 : 1.2%	0.2%	-2.7%	-10.9%	i	-1.1%	-2.4%	-5.7%	i
- Cc1ccccc1C(=O)Nc1ccccc1N1CCN(C(=O)c2ccccc2)CC1
 : -8.3%	-12.0%	?	18.7%	i	-0.1%	17.9%	10.0%	-16.5%
- Cc1cc(OCC(=O)NCC2CCC(C(=O)O)CC2)c2c(C)c(C)c(=O)oc2c1 (stereo not given)
 : 2.6%	19.9%	-6.5%	-16.4%	i	-2.4%	-16.3%	-18.7%	?
- CC(=O)OCC(=O)c1ccc2ccn(C(C)=O)c2c1
 : 0.8%	-15.0%	-4.4%	-2.1%	i	-0.7%	6.5%	13.6%	-10.4%
- CC(C)(C)c1cc[n+](-c2[nH]c(=O)sc2/C=N/NC([S-])=Nc2ccccc2)cc1
 : -10.9%	-0.2%	-0.5%	-4.7%	i	0.6%	17.7%	-2.5%	i
- CCc1nc(SCC(=O)NNC(=O)c2ccc(C)cc2)c2ccccc2n1
 : 0.7%	8.2%	-17.4%	27.7%	i	-8.4%	13.6%	-6.0%	-2.4%
- COc1cc(/C=N/NC(=O)C2CCN(CC(O)COCc3ccccc3)CC2)cc(OC)c1OC (stereo not given)
 : -13.0%[0.307 µM]	6.5%	-12.4%[0.307 µM]	4.4%	i	1.5%	6.2%	-12.8%	i
- CCc1ccccc1C1=CC(=O)C[C@H](c2ccc(OC)cc2)C1
 : 11.3%	4.7%	?	?	i	-0.3%	13.6%	?	-6.4%
- Cc1nn(Cc2noc(C(=O)NCC3CCCO3)n2)c(C)c1Br (stereo not given)
 : 0.3%	-6.0%	12.6%	2.5%	i	2.4%	-4.6%	9.5%	i
- COC(=O)c1cc(C)ccc1OCc1ccc([N+](=O)[O-])cc1
 : -6.9%	-8.4%	8.0%	-9.6%	i	-0.9%	12.9%	8.3%	-16.5%
- CCN(CC)C(=O)c1c(-c2ccccc2)oc2ccc(O)cc12
 : -3.0%	0.3%	?	-9.7%[1.82 µM]	i	-1.6%	16.7%	4.8%	i
- O=S(=O)(c1ccc2ccccc2c1)N1CCN(c2ccc(O)cc2)CC1
 : -3.1%	?	-25.7%	11.2µM*	i	-1.1%	9.8%	-19.1%	-27.9%
- COCCN(C(=O)c1ccc2ccccc2c1)c1c(N)n(Cc2ccccc2)c(=O)[nH]c1=O
 : 19.6%	-0.4%	15.0%	-5.6%	i	0.2%	-0.2%	-8.4%	i
- Cc1cc(F)ccc1S(=O)(=O)N1CCCOC1CNC(=O)C(=O)NCCc1ccccc1 (stereo not given)
 : -3.7%	7.4%	-15.6%	-17.6%	i	?	19.5%	18.5%	-23.0%
- CC(C)NC(=O)c1ccccc1NC(=O)/C=C/c1ccc([N+](=O)[O-])cc1
 : 3.3%	2.3%	0.8%	31.3%	i	2.2%	-17.6%	6.2%	i
- CCS(=O)(=O)N1CCC(C(=O)NCCC(C)C)CC1
 : -11.2%	.	5.5%	16.9%	.	.	-28.9%	-7.6%	-12.6%
- CCC(=O)N1CCc2cc(S(=O)(=O)NC(Cc3ccccc3)C(=O)NCc3ccc(C)cc3)ccc21 (stereo not given)
 : 1.4%	.	7.8%	6.3%	.	.	19.4%	1.9%	26.7%
- Cc1nn2c(N3CCN(CCO)CC3)c3c(nc2c1-c1ccccc1)CCCC3
 : 0.0%	-1.2%	3.55µM*	-5.3%	i	-1.8%	6.6%	-13.6%	-6.3%
- CCCCNC(=O)CSc1nc2cc3c(cc2c(=O)n1CCCCCC(=O)NCc1ccc2c(c1)OCO2)OCO3
 : -8.3%	.	5.3%	18.1%	.	.	-3.3%	-14.3%	-17.7%
- CCCCn1nnnc1SCC(=O)NCc1ccccc1
 : 42.7%[activator]	11.3%	3.9%	6.7%	-114.7%*	-1.7%	1.6%	2.9%	-2.4%[57.5 µM]
- COc1ccccc1C(=O)NCCN1CCCC1
 : 3.8%	0.3%	8.4%	6.8%	i	.	-20.6%	0.3%	-2.8%
- CCOc1ccc(N2C(=O)CC(N3CCC(O)(c4ccc(Br)cc4)CC3)C2=O)cc1 (stereo not given)
 : -13.1%	-69.6%[inhibitor]	-10.3%	-92.6%[inhibitor]	i	2.2%	?	-92.9%[inhibitor]	-9.7%
- CC/C(=N\NC(=O)c1c(-c2ccccc2)noc1C)c1ccc(C)o1
 : 6.2%	-4.1%	2.6%	13.9%	i	-2.3%	.	4.0%	i
- CCOc1ccc(-c2cccc(NS(=O)(=O)c3ccc(F)cc3F)c2)nn1
 : -0.2%	.	7.5%	?	.	.	30.1%	0.1%	i
- O=C(CCCn1c(=O)[nH]c2cc(Cl)ccc2c1=O)NCCN1CCN(c2ccccc2)CC1
 : 5.7%	0.0%	-28.3%	0.7%	i	-0.6%	-23.6%	0.2%[9.22 µM]	-12.6%
- Cc1ccc(S(=O)(=O)N2CCOCC2)cc1NC(=O)CN(C)C1CCS(=O)(=O)C1 (stereo not given)
 : 2.9%	-0.1%	5.1%	9.4%	i	1.0%	-14.7%	4.2%	i
- COc1ccc(CCN2CCCC(CN(C)Cc3cc(OC)c(OC)c(OC)c3)C2)cc1 (stereo not given)
 : -1.2%	-12.4%	?	1.4%	i	0.9%	12.0%	-0.4%	-24.5%
- COC(=O)N/N=C/c1cccc(OCCSc2ccc(Cl)cc2)c1
 : -7.5%	24.6%	?	?	i	0.3%	21.5%	-12.9%	-21.1%
- Cc1nn(C)cc1CNC(=O)C1CCC(=O)N(Cc2cccc(C(F)(F)F)c2)C1 (stereo not given)
 : 1.0%	1.9%	5.0%	20.7%	i	-4.3%	0.3%	27.5%	-0.9%
- COc1ccc(C(=O)C2CCCN(Cc3ccc(Sc4nncn4C)o3)C2)cc1F (stereo not given)
 : 1.9%	0.1%	-0.6%	-11.8%	i	0.9%	7.9%	-6.0%	i
- CCOc1ccc(NC(=O)c2c(NC(=O)c3ccco3)sc3c2CCC(C(C)(C)C)C3)cc1 (stereo not given)
 : 13.3%	.	16.8%	10.0%	.	.	-1.2%	-14.6%	-9.3%

# Source: PubChem (National Center for Advancing Translational Sciences (NCATS))
